Screens from PubChem BioAssay.
NOD1 inhibition: NOD1 signaling inhibitors, primary screen, cell-based, luminescence, uHTS (AID 1578). NOD1-driven NF-kB luciferase reporter cells, luminescence; higher % means a stronger effect. inhibition, % at 4 µM; hits with a dose series show EC50 in µM. 1% of 290,000 active; in the data active means inhibition mostly above about 36%, no sharp cut-off; inactive means mostly below about 34%;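 further: HEK-293T reporter cells stimulated with the NOD1 agonist gamma-tri-DAP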
KOR beta-arrestin-1: KOR antagonists, beta-arrestin recruitment, cell-based, luminescence, uHTS (AID 1778); Kappa-type opioid receptor (Homo sapiens); KOR beta-arrestin recruitment, luminescence, antagonist mode; higher % means a stronger effect; inhibition, % at 10 µM, or IC50 in µM where a hit was titrated; 0.091% of 290,000 active; further: strong numbers were not always called active
Rac1 GTP hydrolysis: MgcRacGAP GTPase-activating activity inhibitors, confirmation, biochemical, ADP Hunter fluorescence | Rac GTPase-activating protein 1 (Homo sapiens) | MgcRacGAP-stimulated Rac1 GTP hydrolysis, ADP Hunter fluorescence; higher % means a stronger effect; GST-tagged Rac1 F28L mutant substrate | inhibition, % at 30 µM, or IC50 in µM where a hit was titrated | 0.6% of 340,000 active;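 active means first-screen hits whose inhibition reached a set limit at any dose in the follow-up dose series; inconclusive means inhibition above the set first-screen limit but never retested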;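 further: fluorescence reports GDP produced by GAP-driven GTP hydrolysis; strong numbers were not always called active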
NOD2 inhibition: NOD2 signaling inhibitors, cell-based, luminescence, uHTS, HEK293 (AID 1566) | HEK293 NOD2/NF-kB luciferase reporter, luminescence; higher % means a stronger effect | one-dose inhibition, % at 4 µM; EC50 in µM for titrated hits | 0.63% of 290,000 active; further: many of its hits are not listed in these tables
Large T inhibition: SV40 large T antigen inhibitors, biochemical (AID 1903). one-dose inhibition, % at 20 µM; IC50 in µM for titrated hits. SV40 large T antigen ATPase/helicase inhibition assay; higher % means a stronger effect. 0.39% of 310,000 active; in the data active means a potency from the dose series; inconclusive means inhibition mostly from about 32% at the one dose, without a potency; inactive means the rest, 99 in 100 with inhibition below about 32%; further: strong numbers were not always called active
KOR beta-arrestin-2: KOR agonists, beta-arrestin recruitment, primary screen, cell-based, luminescence, uHTS (AID 1777); 0.02% of 280,000 active; Kappa-type opioid receptor (Homo sapiens); one-dose activation, % at 10 µM; EC50 in µM for titrated hits; KOR beta-arrestin recruitment, luminescence; higher % means a stronger effect; in the data active means activation above about 50%, passing the limit was not always enough; further: a part of the inactive calls stands beside numbers as strong as those of hits
HIV fusion peptide: inhibitors of HIV fusion peptide binding, primary screen, biochemical, uHTS, fluorescence dequenching (AID 1986) | cell-free peptide binding, fluorescence dequenching, 30 min; higher % means a stronger effect | inhibition, % at 20 µM, or IC50 in µM where a hit was titrated | 0.3% of 290,000 active; in the data active means inhibition mostly above about 52%, no sharp cut-off; inactive means mostly below about 76%; further: some results filed as inactive read as strong as hits
GPR55 beta-arrestin: GPR55 agonists via beta-arrestin recruitment, primary screen, imaging, U2OS cells, beta-arrestin-GFP redistribution (AID 1961); G-protein coupled receptor 55 (Homo sapiens); activation, % at 10 µM, or EC50 in µM where a hit was titrated; 0.048% of 290,000 active; U2OS GPR55 beta-arrestin-GFP redistribution imaging; higher % means a stronger effect;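 active means activation above 40% with more than 50 cells counted in the well; inconclusive means wells holding fewer than 50 cells, flagged as toxic or sparse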;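 further: U2OS osteosarcoma cells stably expressing GPR55 and beta-arrestin-GFP; plate controls were DMSO negative control for no effect and LPI positive control for full effect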
GPR55 antagonists: GPR55 antagonists blocking LPI-driven arrestin recruitment, primary screen, imaging, U2OS, beta-arrestin-GFP, LPI agonist (AID 2013) | U2OS GPR55 beta-arrestin-GFP translocation imaging, LPI antagonism; higher % means a stronger effect | inhibition, % at 10 µM, or IC50 in µM where a hit was titrated | G-protein coupled receptor 55 (Homo sapiens) | 0.13% of 290,000 active;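 active means spots per cell inhibited over 60%, with over 100 cells counted and total cytoplasm intensity under 500,000; inconclusive means wells with under 100 cells, flagged as likely toxic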;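 further: U2OS cells stably carrying GPR55 and arrestin-GFP stimulated by 5 µM LPI near EC80; imaged beta-arrestin-GFP aggregate spots per cell after agonist stimulation; plate controls were LPI-stimulated DMSO wells for no effect and DMSO wells without LPI for full effect; some results filed as inactive read as strong as hits; confirmed hits need IC50 under 10 µM and bright autofluorescent wells are also inconclusive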
An asterisk follows results filed as active; ? = inconclusive; · = not tested or not shown; [ ] = another dose, or the depositor's remark. Unless noted, no stated cut-off is given here; in the data, active means inhibition above about 50%; inactive means the rest.

SMILES | NOD1 inhibition | KOR beta-arrestin-1 | Rac1 GTP hydrolysis | NOD2 inhibition | Large T inhibition | KOR beta-arrestin-2 | HIV fusion peptide | GPR55 beta-arrestin | GPR55 antagonists
CCN(CCCNC(=O)C1CCC(=O)N1Cc1ccc(F)cc1)c1cccc(C)c1 (configuration not stated) | -3% | 34% | 16% | 14% | 20% | -1.7% | -2.4% | 0.3% | 19%
O=C1CCC(=O)N1c1ccccc1-c1ccccc1 | -6% | 12% | 13% | 16% | 4% | 7.7% | 2.3% | -0.2% | -3%
COc1cc2[nH]c(=O)n(CCC(=O)NC3CCCC3)c(=O)c2cc1OC | -18% | 17% | 4% | 10% | 14% | -3.0% | 0.6% | 0.3% | 15%
COc1ccc(S(=O)(=O)N2CCOCC2)cc1NC(=O)CSc1nnc(C2CC2)n1N | -25% | -5% | 11% | -6% | 5% | 1.2% | -1.3% | -0.2% | 10%
COc1cc(CNCc2cccs2)cc(Br)c1OC | · | -29% | 9% | 2% | 2% | 1.7% | 0.8% | -0.1% | 9%
O=C(CCc1nnc2n(Cc3ccc(Cl)cc3)c(=O)c3ccccc3n12)N1CCN(c2ccccn2)CC1 | 29% | -21% | 5% | 19% | 10% | 6.2% | -0.4% | -0.2% | -9%
COc1ccccc1OCCn1ccnc1 | -18% | -5%[20 µM] | ? | 1% | 6% | 4.7% | -0.3% | -0.2% | 1%
Cc1c(=O)n(OCc2ccccc2F)c2ccccc2[n+]1[O-] | 6% | 18% | -4% | 22% | 13% | -5.0% | -1.2% | -0.1% | 10%
C/C(=N\OCc1ccccc1C#N)c1cc2ccccc2o1 | -6% | -24% | 2% | -34% | 14% | -13% | -0.2% | 1.4% | -16%
O=C(COc1cc2oc(=O)c3c(c2cc1Cl)CCCC3)N1C[C@H]2C[C@@H](C1)c1cccc(=O)n1C2 | 52% | 4%[20 µM] | 3% | -9% | · | -4.0% | -2.5% | -0.1% | 24%
CSCCC(NC(=O)c1ccccc1Br)C(=O)NCC1CCCCC1 (configuration not stated) | -10% | 17% | -9% | 6% | 12% | 0.9% | 0.7% | 1.3% | -1%
C#CCOCCOCCOCCNc1nc(N2CCOCC2)nc(N2CCN(C(=O)Cn3cc(CCCN=C(N)N)nn3)CC2)n1 | -39% | 12% | 1% | 11% | 3% | 4.1% | 2.5% | -0.1% | -1%
COc1cccc(CC(=O)OCC(=O)NNC(=O)c2ccc([N+](=O)[O-])cc2)c1 | -17% | -13% | 6% | -4% | 8% | 5.3% | 1.3% | -0.1% | 18%
CSc1cccc(CN2CCC(n3nccc3NC(=O)C3CC3)CC2)c1 | -1% | -18% | 9% | 24% | 1% | -3.3% | -1.2% | 0.5% | -16%
CCc1ccc(C(=O)Nc2ccc(OC)c(S(=O)(=O)N3CCOCC3)c2)cc1 | 31% | 19% | 7% | 20% | 4% | -4.4% | 0.8% | -0.3% | 9%
CCOC(=O)c1cnc(SCC(=O)N2CCc3ccccc32)nc1N | -30% | 21% | 3% | -7% | · | -3.5% | 1.3% | -0.1% | 7%
COCCn1c(C)cc(C(=O)COc2cccnc2[N+](=O)[O-])c1C | -15% | -15% | 6% | 5% | 14% | -5.9% | 10% | 0.2% | -11%
O=C(COC(=O)c1ccc[nH]c1=O)c1ccc(Cl)s1 | -4% | 6% | 3% | 19% | 10% | 2.2% | -1.0% | 0.3% | 7%
CC(=O)/C(=N\Nc1ccccc1)Sc1nncn1C | -38% | -6% | 0% | -4% | 6% | 4.4% | 1.0% | 1.8% | 6%
CCOC(=O)c1c(OCC)[nH]c2ccc(O)cc12 | -13% | -11% | 7% | 9% | 30% | -3.3% | -2.9% | -0.2% | 9%
CCOC(=O)CSc1nnc(NC(=O)CN2CCCCC2)s1 | -5% | -19% | 7% | 9% | 8% | 0.2% | 2.1% | -0.1% | -8%
CCCCn1nc(C(=O)NNC(=O)c2ccncc2)c2ccccc2c1=O | 4% | -31% | 1% | 10% | 15% | 2.9% | -1.6% | -0.2% | -3%
Cc1ccc(C)c(OCCOCCN2CC(C)OC(C)C2)c1C (configuration not stated) | -2% | · | 16% | -38% | 3% | -7.0% | -1.7% | 0.2% | 10%
COc1ccc(OC2C(=O)N(c3ccc(F)cc3)C2c2ccc(OC)c(OC)c2)cc1 (configuration not stated) | -6% | 26% | -1% | -11% | 1% | 1.1% | 0.3% | 0.0% | -4%
Cc1ccc(C)c(OCc2cc(C(=O)N3CCN(c4ccccc4)CC3)no2)c1 | -37% | -23% | 4% | -47% | 3% | 7.2% | -0.2% | 0.3% | 12%
COCc1cc(=O)[nH]c(SC)n1 | -5% | -4% | 6% | 4% | 11% | -1.7% | -1.9% | -0.2% | 0%
Cc1cc(C(=O)NCc2ccccc2Cl)n(-c2ccccc2)n1 | 2% | -4% | -2% | 23% | 16% | 1.8% | 0.6% | -0.1% | 12%
c1cc2c(cc1-c1cnc3n1CCC3)OCCO2 | 22% | 5% | 1% | 30% | 4% | 1.8% | 0.4% | -0.1% | -6%
C#CCOCCOCCOCCNc1nc(N2CCN(C(=O)[C@H](CCCCN)n3cc([C@@H](N)CC(C)C)nn3)CC2)nc(N2CCN(C(=O)[C@H](CCCCN)n3cc([C@@H](N)CC(C)C)nn3)CC2)n1 | -22% | -26% | 190µM* | 13% | 6% | 2.0% | 3.7% | -0.2% | 21%
COCCN1C(=O)c2cc(C(=O)Nc3cccc(F)c3)ccc2C1Nc1cccc(F)c1 (configuration not stated) | 2% | 5% | 13% | 2% | 6% | 1.5% | 4.6% | -0.2% | 16%
COCCCNC(=S)N1CCN(C(c2ccccc2)c2ccccc2)CC1 | -9% | -1% | -7% | -7% | 10% | -2.3% | -1.8% | -0.1% | 10%
Cc1nnc2c(N3CCN(CCO)CC3)nc3ccccc3n12 | 30% | -17%[20 µM] | 13% | -1% | 4% | 2.4% | -1.8% | -0.3% | -13%
N#Cc1c(NC(=O)c2nc3ncccn3n2)sc2c1CCCCC2 | 19% | 15% | 5% | -92% | 2% | 10% | 3.5% | 0.6% | -1%
CCc1ccccc1NC(=O)CN(C)C(=O)CSc1nc2cc(Cl)ccc2s1 | 38% | · | 7% | -13% | 10% | 3.0% | -0.4% | 0.2% | 9%
COC(=O)C(NS(=O)(=O)c1ccc(F)cc1)c1ccccc1 (configuration not stated) | -28% | 2% | -8% | 5% | 30% | -2.6% | 0.6% | -0.2% | -26%
O=C(c1ccco1)N1CCN(S(=O)(=O)/C=C/c2ccccc2)CC1 | -18% | -70% | 10% | 6% | 8% | 3.7% | -1.9% | 0.7% | 2%
CC(C)CC(=O)Nc1nnc(SCC(=O)NCc2ccco2)s1 | -18% | 10% | 13% | 2% | 23% | -2.7% | -0.6% | -0.5% | -2%
CC(C)CCNC(=O)c1ccc2c(c1)ncn2C1CCCC1 | -40% | 2% | 0% | -26% | 9% | 3.7% | -2.0% | 0.1% | 12%
O=C(CNS(=O)(=O)c1ccccc1)Nc1ccc(F)cc1F | -3% | -9% | -1% | 5% | 28% | 1.1% | 0.0% | -0.1% | -3%
COc1ccccc1-[n+]1c(C)cc(/C=C2\Sc3ccccc3N2C)cc1C | 29% | -20% | 20% | 37% | · | 0.8% | 9.9% | -0.1% | ?
Cc1cccc(N2C(=O)CC(N3CCN(Cc4ccc5c(c4)OCO5)CC3)C2=O)c1 (configuration not stated) | 9% | -14% | 11% | 2% | -4% | -0.8% | 3.7% | 0.0% | -3%
Cc1cccc(C(=O)NNC(=O)C23CC4CC(CC(C4)C2)C3)c1O | -32% | -46% | 3% | 5% | 3% | -1.2% | 3.3% | 1.3% | -4%
Cc1ccccc1-n1c(=O)cc(NCc2ccc3c(c2)OCO3)[nH]c1=O | -2% | 0% | 0% | 2% | 8% | -1.5% | 0.9% | -0.1% | -12%
Cc1cccc(C)c1Nc1ncnc2ccccc12 | -8% | -19% | 8% | -15% | 15% | 3.8% | 0.0% | 0.0% | 0%
COc1ccc(Oc2ccc(/C=C/C(=O)c3cccc(OC)c3)cc2[N+](=O)[O-])cc1 | -24% | 29% | -17% | -9% | 6% | 3.5% | 2.4% | 31% | 29%

Among those listed so far, these have a thiophene ring, fused or not:
SMILES | NOD1 inhibition | KOR beta-arrestin-1 | Rac1 GTP hydrolysis | NOD2 inhibition | Large T inhibition | KOR beta-arrestin-2 | HIV fusion peptide | GPR55 beta-arrestin | GPR55 antagonists
COc1cc(CNCc2cccs2)cc(Br)c1OC | · | -29% | 9% | 2% | 2% | 1.7% | 0.8% | -0.1% | 9%
O=C(COC(=O)c1ccc[nH]c1=O)c1ccc(Cl)s1 | -4% | 6% | 3% | 19% | 10% | 2.2% | -1.0% | 0.3% | 7%
N#Cc1c(NC(=O)c2nc3ncccn3n2)sc2c1CCCCC2 | 19% | 15% | 5% | -92% | 2% | 10% | 3.5% | 0.6% | -1%

More entries follow:
SMILES | NOD1 inhibition | KOR beta-arrestin-1 | Rac1 GTP hydrolysis | NOD2 inhibition | Large T inhibition | KOR beta-arrestin-2 | HIV fusion peptide | GPR55 beta-arrestin | GPR55 antagonists
CC(=O)c1ccc(NC2OC(CO)C(O)C(O)C2O)cc1 (configuration not stated) | -17% | 14% | 5% | 18% | -2% | -4.4% | 2.1% | -0.2% | -18%
Cc1ccc(-n2cc(CN(C)Cc3nccn3C)c(-c3cccc(C)c3)n2)cc1 | -7% | -40% | 0% | 20% | 27% | -0.5% | -0.6% | -0.2% | 6%
Cc1ccc(S(=O)(=O)N2CCOCC2)cc1C(=O)NC1CCCC1 | -18% | -3% | 6% | -2% | 3% | -2.1% | -1.1% | 0.2% | -4%
O=C1C2C3C=CC(CC3)C2C(=O)N1c1cccc(Br)c1 (configuration not stated) | 3% | -15% | 4% | -24% | 4% | 2.6% | 0.4% | -0.1% | 8%
COc1ccc(C(CCNCc2ccc(N(C)C)cc2)C(C)C)cc1 (configuration not stated) | -1% | 21% | 0% | 3% | 16% | -8.6% | -1.3% | -0.2% | 25%
CC1=C(C(=O)NC(C)CCc2ccccc2)C2(CCC(C)CC2)OC1=O (configuration not stated) | -18% | -7% | 10% | 10% | 20% | 7.6% | 0.5% | 0.1% | 26%
CCOc1ccc(C2NC(=O)C(C#N)=C(S)N2c2ccc(OC)cc2)cc1OC (configuration not stated) | 10% | 1% | 134µM* | -8% | 10% | 5.9% | 1.9% | -0.1% | -6%
O=C(O)CCCC(=O)N1CCN(c2ncccn2)CC1 | -1% | 13% | · | 23% | 8% | 1.4% | -1.1% | -0.1% | 3%
O=C(CCc1ccccc1)N1CCN(S(=O)(=O)c2cccs2)CC1 | -29% | -12% | 9% | -6% | 10% | 6.4% | 0.3% | -0.1% | 8%

This is a subset; rates above refer to the full screens.
